BRCA1 expr up: activators of BRCA1 expression | MCF7-BRCA1-FFLuc reporter, luminescence, 48 h; response scale: scaled: vehicle 0%, 10 µM genistein 100% | Potency, µM (highest dose often 46.1 µM), inactives show at the top dose activation, usual class: activators | AID 624202 | hit rate 1.1% among 380,000; note: potency is the fitted concentration of half-maximal effect; nearly all actives have a fitted effect of over 80% in size; some results filed as inactive show a strong effect at the top dose
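Using MCF7 cells harboring a BRCA1 firefly luciferase reporter, plated 2 h before compound pinning, the screen measured luminescence after 48 h incubation. Responses were normalized to DMSO and 10 microM genistein, then fitted for concentration-effect.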
Tb PFK block: inhibitors of T. brucei phosphofructokinase; O15648; T. brucei PFK, ADP-Glo luminescence; Potency, µM (top dose mostly 57.5 µM), inactives show top-dose activity, negative = inhibition, actives largely listed as inhibitors; hit rate 0.17% among 330,000;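 note: potency is the fitted concentration of half-maximal effect; 0% = uninhibited 1x PFK enzyme wells and -100% = no-enzyme wells; nearly all actives have a fitted effect of over 60% in size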
Target sequence (O15648 whole entry, looked up): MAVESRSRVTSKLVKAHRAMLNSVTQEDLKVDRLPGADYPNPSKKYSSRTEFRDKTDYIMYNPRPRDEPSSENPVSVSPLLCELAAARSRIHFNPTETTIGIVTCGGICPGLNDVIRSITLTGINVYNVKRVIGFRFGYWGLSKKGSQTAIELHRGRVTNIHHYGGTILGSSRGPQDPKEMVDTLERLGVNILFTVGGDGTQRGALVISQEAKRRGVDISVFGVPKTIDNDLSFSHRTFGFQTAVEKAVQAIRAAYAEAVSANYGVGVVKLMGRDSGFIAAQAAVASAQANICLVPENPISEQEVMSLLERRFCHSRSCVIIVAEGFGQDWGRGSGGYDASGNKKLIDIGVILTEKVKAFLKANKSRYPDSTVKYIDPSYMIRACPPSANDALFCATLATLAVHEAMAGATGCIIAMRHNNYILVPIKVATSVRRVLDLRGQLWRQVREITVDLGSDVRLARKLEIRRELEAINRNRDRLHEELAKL
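Activity is normalized to no-enzyme wells (full inhibition) and 1.25 nM enzyme wells (no inhibition). Reaction: 0.5 mM F6P, 0.1 mM ATP, 45 min RT, ADP-Glo luminescence; concentration-response curves fitted and classed by quality.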
FLuc modulator: counter-screen for miR-21 project: firefly luciferase inhibitors or activators; P08659; purified FLuc, Km substrates, luminescence inhibition; Potency, µM (doses to about 57.5 µM), without a hit: at the top dose activity change, negative = inhibition, most hits filed as inhibitors; hit rate 6.9% among 360,000; AID 588342;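 note: potency is the fitted concentration of half-maximal effect; plate controls were vehicle for no effect and reference inhibitor for full effect; nearly all actives have a fitted effect of over 55% in size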
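Purified P. pyralis luciferase, 10 nM final, with Km-level 10 uM D-luciferin and 10 uM ATP in 50 mM Tris acetate pH 7.5, 10 mM Mg acetate, 0.01% Tween-20, 0.05% BSA; 6-point qHTS titration about 60 µM downward; luminescence read.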
Rab9 prom act: activators of Rab9 promoter; Huh7 Rab9 promoter-luciferase reporter, luminescence, 24 h; hit rate 2.8% among 320,000; Potency, µM (highest dose often 9.22 µM), inactives show at the top dose activation, negative = inhibition, actives largely listed as activators; AID 485297; note: potency is the fitted concentration of half-maximal effect; % of control where 0% means no effect; nearly all actives have a fitted effect of over 60% in size
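Cells were plated at 1500 per well in reduced-serum medium with 10% FBS and left 2 h. Compound in DMSO was then added for 24 h at 37 °C. Reporter signal was read by luminescence after 10 min with luciferase detection reagent.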
RORg inh: inhibitors of mouse ROR gamma transcriptional activity; P51450; Drosophila S2 Gal4-RORgamma UAS-luciferase reporter, 20 h; Potency, µM (series often up to 53.6 µM), without a hit: at the top dose activity change, negative = inhibition, most hits filed as inhibitors; hit rate 5.4% among 310,000; AID 2551; note: potency is the fitted concentration of half-maximal effect; % is set by controls: 0 for no effect and ±100 for the full control effect; nearly all actives have a fitted effect of over 60% in size
Target sequence (P51450 whole entry, looked up, the tested form may be a part): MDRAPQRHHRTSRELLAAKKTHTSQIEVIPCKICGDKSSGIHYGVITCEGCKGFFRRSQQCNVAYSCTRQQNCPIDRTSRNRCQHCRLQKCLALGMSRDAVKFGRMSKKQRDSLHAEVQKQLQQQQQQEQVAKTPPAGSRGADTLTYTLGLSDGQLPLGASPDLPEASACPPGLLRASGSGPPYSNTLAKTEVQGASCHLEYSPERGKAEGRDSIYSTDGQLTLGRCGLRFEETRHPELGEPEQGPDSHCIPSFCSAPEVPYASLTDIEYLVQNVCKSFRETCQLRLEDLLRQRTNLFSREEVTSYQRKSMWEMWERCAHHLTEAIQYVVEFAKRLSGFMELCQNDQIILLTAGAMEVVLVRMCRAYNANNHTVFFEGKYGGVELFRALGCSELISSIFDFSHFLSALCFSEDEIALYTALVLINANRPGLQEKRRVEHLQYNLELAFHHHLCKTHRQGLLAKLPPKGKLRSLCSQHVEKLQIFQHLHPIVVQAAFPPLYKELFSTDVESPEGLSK
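Read-out: Photinus luciferase luminescence; inhibitors lower reporter signal. Insect Schneider cells with Gal4-ROR gamma fusion under metallothionein promoter, UAS reporter; 700 uM final copper sulfate induction, 20 hr, ambient temperature.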
TRPV1 ag: agonists of human vanilloid receptor 1 (TRPV1); Q8NER1; TRPV1-expressing cells, Fluo-8 calcium influx, agonist mode; activation, % at 8.33 µM; hit rate 0.19% among 320,000; in the data active = activation above about 80%; inconclusive = between about 30% and that limit; note: 0% is about no effect
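TRPV1-expressing cells were cultured overnight at 35.5C and loaded with Fluo-8 calcium dye for 40 to 90 min at room temperature. After a 10 s baseline, compound was added and calcium influx was read kinetically for 3 min (ex 480/em 520 nm).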
p53 reactivation: restores transcriptional activity of mutant p53; H1299 p53-A138V BP100-luciferase reporter, luminescence, 24 h; Potency, µM (highest dose often 92.2 µM), without a hit: at the highest dose activity change, positive = activation, usual class: activators; hit rate 0.063% among 320,000; note: potency is the fitted concentration of half-maximal effect; % of control where 0% means no effect; nearly all actives have a fitted effect of over 45% in size
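H1299 (p53-null), stable ts p53-A138V + BP100-Luc; 1000 cells/well, Opti-MEM/10% FBS; cpd 4 pt, 1:5; 24 h, 37 deg C, 5% CO2; detection reagent 10 min RT; luminescence.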
VP16 counter: Gal4-VP16 reporter inhibition counter-screen. AID 2546. Drosophila S2 Gal4-VP16 UAS-luciferase, luminescence, 20 h. Potency, µM (series often up to 53.6 µM), for the others: at the highest dose activity, negative = inhibition, most hits filed as inhibitors. hit rate 3.5% among 310,000;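 note: Gal4-VP16 expression switched on by copper sulfate through the metallothionein promoter; potency is the fitted concentration of half-maximal effect; % is set by controls: 0 for no effect and ±100 for the full control effect; nearly all actives have a fitted effect of over 50% in size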
ELG1 genotox: inducers of genotoxicity in HEK293T ELG1-luciferase cells; AID 504466; HEK293T ELG1-luciferase reporter, luminescence, 16 h; Potency, µM (series often up to 46 µM), for inactives: at the highest dose activity change, positive = activation, most hits filed as activators; hit rate 1.3% among 330,000; note: potency is the fitted concentration of half-maximal effect; % of control where 0% means no effect; nearly all actives have a fitted effect of over 60% in size
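16 hr compound incubation (37 °C, 5% CO2) of HEK293T cells carrying luciferase-tagged ELG1; luciferase then measured by ONE-Glo luminescence after 30 min at RT.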
NPC1 promoter act: activates the NPC1 promoter; hit rate 2.4% among 320,000; Potency, µM (series often up to 9.22 µM), for inactives: at the highest dose activation, hits mostly activators; Huh7 NPC1 promoter luciferase reporter, 24 h; AID 485313;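 note: potency is the fitted concentration of half-maximal effect; % of control where 0% means no effect; nearly all actives have a fitted effect of over 60% in size; reporter is driven by a mutant NPC1 promoter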
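Huh7 cells stably carrying NPC1 promoter–luciferase, plated in Opti-MEM with 10% FBS for 2 h, were exposed to compound in DMSO for 24 h at 37 °C; luciferase reagent was added for 10 min and luminescence read.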
ELG1 DNA repair: ELG1-dependent DNA repair inhibition | AID 504467 | hit rate 2.3% among 330,000 | Potency, µM (top dose mostly 46.1 µM), for inactives: at the highest dose activity change, negative = inhibition, hits mostly inhibitors | HEK293T ELG1-luciferase reporter, luminescence, 16 h; DNA damage induced by 5-fluorouridine; note: potency is the fitted concentration of half-maximal effect; % is set by controls: 0 for no effect and ±100 for the full control effect; nearly all actives have a fitted effect of over 55% in size
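5-Fluorouridine DNA damage + compound/DMSO, 2,000 cells/well, 16 h, 37 °C/5% CO2. ONE-Glo, 30 min RT, luminescence. Readout = decrease in reporter signal.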
Starred values were filed as active, the others as inactive; ? = inconclusive; nt = no result given; & = joins results of further samples; [ ] = remark or other dose. Unless noted, calls come from the whole dose curve; as a rule, active = well fitted curve in the direction sought with a large enough effect; inconclusive = small, poorly fitted or top-dose-only effect, or another doubt; inactive = no such curve, though single readings can be large; an effect the other way counts as inactive or inconclusive. This is a random part of the collection; 15% or so of the library scored in one or more.

Value order: BRCA1 expr up	Tb PFK block	FLuc modulator	Rab9 prom act	RORg inh	TRPV1 ag	p53 reactivation	VP16 counter	ELG1 genotox	NPC1 promoter act	ELG1 DNA repair
1: CC1CCN(C(=O)CCCOc2ccc(Cl)cc2)CC1
  ?	-2%	?	24%	13%	80*	?	6%	18%	17%	?
2: Clc1ccc(-n2c(SCc3nc4ccccc4[nH]3)nnc2-c2ccncc2)cc1
  -39%	4%	1%	4%	-3%	5	-10%	0%	0%	4%	-6%
3: CCC(C)NCCCCOc1ccc(Cl)cc1C (stereo not given)
  -72%	1%	1%	-6%	-9%	-2	-13%	-9%	0%	0%	11%
4: O=C(Nc1ccon1)Nc1ccccc1C(F)(F)F
  12%	1%	0%	-3%	21%	-2	-6%	-1%	3%	-4%	-2%
5: Cc1ccc(/C=C/C(=O)Nc2sc3c(c2C#N)CCCC3)o1
  0%	0%	2%	-1%	19%	-3	0%	-26%	-3%	6%	?
6: O=C(CN1C(=O)/C(=C/c2cccc(Cl)c2)SC1=S)NC1C=CS(=O)(=O)C1 (stereo not given)
  -25%	2%	2.7µM*	-1%	13µM*	2	0%	?	9%	-1%	15%
7: CCN1C(=O)[C@H]2[C@H]3CN=C(SCc4ccc(C)cc4)N3[C@@](CC)(C(=O)OC)[C@H]2C1=O
  13%	-2%	nt	nt	nt	nt	-3%	nt	1%	nt	20%
8: COc1ccc(NS(=O)(=O)c2cc(OC)ccc2NC(=O)c2cc(C)oc2C)cc1
  -64%	1%	0%	-20%	0%	0	0%	-3%	-1%	-24%	?
9: CCn1ncc(Br)c1C(=O)Nc1cccc(C(C)=O)c1
  100%	4%	-2%	9%	-9%	0	9%	1%	1%	12%	16%
10: O=C(Nc1ccc(Cl)cc1)Nc1nnc(Cc2ccc([N+](=O)[O-])cc2)s1
  1%	-8%	3%	-2%	2%	1	5%	-12%	2%	-1%	?
11: COc1ccc(CNC(=O)CN2C(=O)COc3ccc(S(=O)(=O)N4CCC(C)CC4)cc32)cc1
  -26%	0%	-7%&-13%	-5%	2%	6	-3%	-7%	-2%[9.26 µM]	0%	15%
12: COc1c(C)cccc1C(=O)NC(=S)Nc1ccc2c(c1)Cc1ccccc1-2
  2%	-6%	-7%	5%	-21%	-1	-14%	-6%	1%	3%	1%
13: CC(=O)Nc1ccc(NC(=O)CSc2nnc(-c3ccc(NS(C)(=O)=O)cc3)n2C)cc1C
  -5%	2%	3%	-4%	1%	1	3%	-3%	-1%	-9%	-8%
14: N#Cc1c(-c2ccccc2)ccn(Cc2ccccc2Cl)c1=O
  7%	3%	-2%	1%	18%	10	-5%	3%	0%	-1%	-7%
15: Cc1ccc(C(=O)Oc2cc(N)n(S(=O)(=O)c3ccc(C)cc3)n2)cc1
  2%	-7%	-19%	-3%	-7%	-1	9%	1%	6%	-17%	11%
16: CCOc1cc(CNc2ccc(OC)cc2)cc(Br)c1OCC(=O)NC(C)(C)C
  -55%	-2%	-1%	0%	10%	7	6%	-1%	-9%	-2%	2%
17: CCOC(=O)C1CCCN(CCC(=O)Nc2cc(C)ccc2C)C1 (stereo not given)
  -2%	0%	-2%	-5%	6%	3	-3%	-5%	0%	-2%	2%
18: Cc1[nH]c2ccccc2c1SCC(=O)N1CCCc2ccccc21
  -14%	-8%	1%	-3%	-11%	?	-3%	7%	-20%	1%	?
19: COC(=O)c1cc2ccsc2n1CC(=O)N1CCCc2ccccc21
  -2%	1%	7%	-4%	?	-2	-5%	-8%	-4%	-4%	?
20: Cc1ccc(C2NC(=O)NC3=C2CCc2ccccc23)cc1 (stereo not given)
  0%	0%	3µM*	18%	-89%	1	?	-26%	?	?	?

Value order: BRCA1 expr up	Tb PFK block	FLuc modulator	Rab9 prom act	RORg inh	TRPV1 ag	p53 reactivation	VP16 counter	ELG1 genotox	NPC1 promoter act	ELG1 DNA repair
21: O=C(NCCCn1ccnc1)c1cc(C(=O)C2CC2)c[nH]1
  -35%	0%	-1%	6%	-16%	nt	-2%	-9%	0%	-4%	21%
22: Cc1cccc(C(=O)NCCC(=O)N2CCc3ccccc3C2)c1
  12%	-7%	1%	-1%	nt	17	5%	nt	2%	-5%	1%
23: O=C(c1cccs1)N1CCN(c2ccc(F)cc2)CC1
  33%	1%	-1%	2%	1%	?	4%	4%	2%	0%	-1%
24: CC(CN1CCOCC1)OC(=O)c1ccc(C(C)(C)C)cc1 (stereo not given)
  24%	-7%	-15%	0%	?	1	-1%	?	1%	9%	?
25: COc1ccc(N2C(=O)NC(NS(=O)(=O)c3ccc(NC(C)=O)cc3)(C(F)(F)F)C2=O)cc1 (stereo not given)
  -4%	2%	2%&-16%	-6%	-7%	-4	1%	7%	1%	-3%	-2%
26: CN(CC(=O)N(C)CC(=O)Nc1c(Cl)cccc1Cl)Cc1ccc(Br)s1
  -15%	-1%	2%	0%	nt	2	-5%	nt	-1%	0%	-7%
27: S=C(Nc1ccc(Br)cc1)Nc1ccc2c(c1)OCCO2
  11µM*	?	12µM*	?	18µM*	-1	9%	?	?	?	?
28: Cc1ccc(NS(=O)(=O)c2cc(C(=O)Nc3cccnc3)ccc2C)cc1
  2%	4%	0%	3%	13%	1	-1%	-2%	-1%	-1%	-25%
29: CC(=O)Nc1ccc(N=Cc2c(O)c(C(=O)Nc3ccccc3)cc3ccccc23)cc1
  -52%	1%	0.67µM*	22%	4%	25	4%	-4%	-3%	12%	?
30: Nc1nc2nccc(-c3ccccn3)n2n1
  -26%	1%	3%	-2%	?	-3	0%	-15%	8%	-5%	?
31: COc1ccc(C(C)(C)C)cc1NC(=O)CCN1C(=O)C2CCCCC2C1=O (stereo not given)
  -5%	-4%	4%	1%	nt	27	-5%	nt	-2%	2%	4%
32: Cc1ccc(C(C)C)c(OCC(O)CN2CC(C)OC(C)C2)c1 (stereo not given)
  -28%	0%	2%	1%	14%	2	8%	-7%	-9%	3%	-2%
33: CSc1nc(C)cc(OCCNS(=O)(=O)c2cc(C)ccc2C)n1
  -16%	-12%	-2%	-4%	0%[0.365 µM]	-1	-7%	nt	0%	1%	-19%
34: COc1cc2c(cc1OC)CN(C(=O)CCNS(=O)(=O)c1ccccc1F)CC2
  -12%	0%	4%	-5%	10%	1	-3%	1%	0%	-2%	2%
35: O=C(Nc1ccc(Cl)c(Cl)c1)OCCNC(=O)c1ccncc1
  -43%	-12%	-2%	-4%	27%	?	-6%	-1%	-4%	-2%	-8%
36: O=C1CSC(c2cccc([N+](=O)[O-])c2)N1c1ccccc1F (stereo not given)
  -8%	-1%	0%	-6%	-2%	-1	13%	-3%	1%	-2%	-16%
37: CC(=O)NC1C(=O)Nc2c(C)cc(C)cc21 (stereo not given)
  -10%	-7%	6%	-9%	-14%	0	7%	-2%	1%	-8%	0%
38: CCc1sc(C(=O)Nc2ccccc2N2CCOCC2)cc1C
  1%	-1%	?	1%	5%	26	-1%	?	-5%	-2%	-10%
39: CSc1nc(-c2ccc(C)cc2)nc(N)c1C#N
  -75%[inhibitor]	4%	5%	0%	-38%	3	7%	-21%	0%	-4%	5%
40: O=CNCCCc1nc2ccccc2n1Cc1cccc2ccccc12
  -3%	2%	-2%	1%	0%	?	-3%	-18%	3%	1%	11%

Value order: BRCA1 expr up	Tb PFK block	FLuc modulator	Rab9 prom act	RORg inh	TRPV1 ag	p53 reactivation	VP16 counter	ELG1 genotox	NPC1 promoter act	ELG1 DNA repair
41: O=C(CSc1nc2ccccc2[nH]1)Nc1cc(C(F)(F)F)ccc1N1CCOCC1
  -41%	?	0%	1%	44%	17	-6%	1%	-3%	-4%	-37%
42: CCOc1ccc(OCC)c(-c2c(=O)n(OCc3ccccc3Br)c3ccccc3[n+]2[O-])c1
  -33%	0%	4%	-8%	44%	21	-9%	0%	-2%	0%	?
43: O=C(Nc1nc(-c2ccccn2)cs1)c1ccc(Cl)s1
  -45%	2%	17µM*	-1%	20%	nt	19%	4%	17%	3%	?
44: Cc1cc(-c2ccccc2)nc(Cl)c1C#N
  -41%	-4%	-4%	-5%	6%	6	-4%	-3%	5%	-1%	11%

Screening data deposited in PubChem by National Center for Advancing Translational Sciences (NCATS).
